# HT1080NT lethal: kills 2HG-producing HT-1080-NT fibrosarcoma cells; Potency, µM (highest dose often 46.1 µM), without a hit: at the top dose activity, negative = less viability, actives largely listed as cytotoxic; 360,000 tested, 1.6% active; HT-1080-NT fibrosarcoma viability, CellTiter-Glo ATP luminescence, 48 h;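 also: NT is the 2HG producing partner of a matched IDH1 knockdown line; potency is read from the fitted curve at half-maximal effect; 0% = DMSO-treated cells and -100% = media-only wells without cells; nearly all actives have a fitted effect of over 55% in size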
#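 HT-1080-NT; 750 cells/well; 5% FBS RPMI; 48 h compound, 37 degrees C; CellTiter-Glo luminescence; curve fitting and curve-class assignment.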
# KB-V1 cytotox: kills drug-selected multidrug resistant KB-V1 cells. KB-V1 MDR cells viability, CellTiter-Glo, 72 h. Potency, µM (top dose mostly 46.1 µM), without a hit: at the top dose activity change, negative = cytotoxicity, actives largely listed as cytotoxic. 400,000 tested, 3.4% active; also: potency is read from the fitted curve at half-maximal effect; % is scaled to controls: 0 for no effect and ±100 for the full control effect; nearly all actives have a fitted effect of over 60% in size
#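 In this primary screen, KB-V1 cells overexpressing P-gp are incubated with library compounds (lowest to highest concentration) for 72 h at 37 degrees C before a luminescent ATP viability read.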
# MCF10A rereplic: inducers of DNA re-replication in MCF 10A breast cells | MCF 10A DNA re-replication, Hoechst nuclear intensity, 48 h | Potency, µM (titrated, usually from 46.1 µM), for inactives: at the top dose activity, positive = re-replication, hits mostly activators | 350,000 tested, 2.9% active | AID 624296; also: potency is read from the fitted curve at half-maximal effect; % of control where 0% means no effect; nearly all actives have a fitted effect of over 50% in size
# HT1080 IDH1KD tx: toxicity to HT-1080 IDH1 knockdown cells (counter line). Potency, µM (doses to about 46.1 µM), for the others: top-dose activity, negative = toxicity, hits mostly cytotoxic. AID 686971. 360,000 tested, 2% active. HT-1080 IDH1 knockdown viability, ATP luminescence, 48 h;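 also: potency is read from the fitted curve at half-maximal effect; 0% = DMSO wells and -100% = cell-free medium wells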
#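 CellTiter-Glo luminescence after 48 h compound exposure at 37 degrees C of IDH1-knockdown HT-1080 cells in 5% FBS RPMI. %Activity scaled between DMSO wells and cell-free media wells, with curves fitted and assigned curve classes.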
# SW480 rereplic: induces DNA re-replication in SW480 colon adenocarcinoma cells; Potency, µM (titrated, usually from 46.1 µM), for the others: at the top dose re-replication activation, most hits filed as activators; SW480 DNA re-replication, Hoechst DNA content imaging, 48 h; 340,000 tested, 1.8% active; also: potency is read from the fitted curve at half-maximal effect; % of control where 0% means no effect; nearly all actives have a fitted effect of over 55% in size
#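 First, 250 cells per well were seeded. Next, compound or vehicle (23 nL) was pinned in, plates sat 48 hr at 37 C. Finally Hoechst was added for 40 min before fluorescence scanning.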
# KB-3-1 tox: kills parental KB-3-1 adenocarcinoma cells; 400,000 tested, 1.4% active; KB-3-1 viability, CellTiter-Glo ATP luminescence, 72 h; Potency, µM (highest dose often 46.1 µM), without a hit: top-dose activity change, negative = cytotoxic, hits mostly cytotoxic; AID 1347075; also: potency is read from the fitted curve at half-maximal effect; % is scaled to controls: 0 for no effect and ±100 for the full control effect; nearly all actives have a fitted effect of over 60% in size
#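 Here the drug-naive KB-3-1 line serves as comparator for MDR sub-line selectivity; cells received compound titrations, 72 h at 37 °C, then CellTiter-Glo readout.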
# IL-1B inflam inh: inflammasome signaling inhibition, IL-1 beta readout; 360,000 tested, 4.7% active; AID 743279; activity change, % at 57.5 µM; THP-1 LPS/ATP IL-1B secretion, AlphaLISA, 16 h; stronger effect = lower value; in the data active = activity change below about -50%; inconclusive = mostly about -30% to -49%; also: % is scaled to controls: 0 for no effect and ±100 for the full control effect
#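 Secreted IL-1B measured by AlphaLISA bead assay after 16 h compound exposure of THP-1 cells; compounds (final up to 57.5 uM) added 1 h before LPS (250 ng/mL) and ATP (1.25 mM) stimulation; lower signal means less secretion.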
# WRN inhibitor: WRN helicase (human) inhibition; Potency, µM (titrated, usually from 114 µM), for inactives: top-dose activity change, negative = inhibition, usual class: inhibitors; WRN helicase unwinding, fluorescent forked duplex, kinetic; 360,000 tested, 0.46% active; Q14191; also: potency is read from the fitted curve at half-maximal effect; % is scaled to controls: 0 for no effect and ±100 for the full control effect; nearly all actives have a fitted effect of over 55% in size
# Target sequence (Q14191 whole entry, looked up): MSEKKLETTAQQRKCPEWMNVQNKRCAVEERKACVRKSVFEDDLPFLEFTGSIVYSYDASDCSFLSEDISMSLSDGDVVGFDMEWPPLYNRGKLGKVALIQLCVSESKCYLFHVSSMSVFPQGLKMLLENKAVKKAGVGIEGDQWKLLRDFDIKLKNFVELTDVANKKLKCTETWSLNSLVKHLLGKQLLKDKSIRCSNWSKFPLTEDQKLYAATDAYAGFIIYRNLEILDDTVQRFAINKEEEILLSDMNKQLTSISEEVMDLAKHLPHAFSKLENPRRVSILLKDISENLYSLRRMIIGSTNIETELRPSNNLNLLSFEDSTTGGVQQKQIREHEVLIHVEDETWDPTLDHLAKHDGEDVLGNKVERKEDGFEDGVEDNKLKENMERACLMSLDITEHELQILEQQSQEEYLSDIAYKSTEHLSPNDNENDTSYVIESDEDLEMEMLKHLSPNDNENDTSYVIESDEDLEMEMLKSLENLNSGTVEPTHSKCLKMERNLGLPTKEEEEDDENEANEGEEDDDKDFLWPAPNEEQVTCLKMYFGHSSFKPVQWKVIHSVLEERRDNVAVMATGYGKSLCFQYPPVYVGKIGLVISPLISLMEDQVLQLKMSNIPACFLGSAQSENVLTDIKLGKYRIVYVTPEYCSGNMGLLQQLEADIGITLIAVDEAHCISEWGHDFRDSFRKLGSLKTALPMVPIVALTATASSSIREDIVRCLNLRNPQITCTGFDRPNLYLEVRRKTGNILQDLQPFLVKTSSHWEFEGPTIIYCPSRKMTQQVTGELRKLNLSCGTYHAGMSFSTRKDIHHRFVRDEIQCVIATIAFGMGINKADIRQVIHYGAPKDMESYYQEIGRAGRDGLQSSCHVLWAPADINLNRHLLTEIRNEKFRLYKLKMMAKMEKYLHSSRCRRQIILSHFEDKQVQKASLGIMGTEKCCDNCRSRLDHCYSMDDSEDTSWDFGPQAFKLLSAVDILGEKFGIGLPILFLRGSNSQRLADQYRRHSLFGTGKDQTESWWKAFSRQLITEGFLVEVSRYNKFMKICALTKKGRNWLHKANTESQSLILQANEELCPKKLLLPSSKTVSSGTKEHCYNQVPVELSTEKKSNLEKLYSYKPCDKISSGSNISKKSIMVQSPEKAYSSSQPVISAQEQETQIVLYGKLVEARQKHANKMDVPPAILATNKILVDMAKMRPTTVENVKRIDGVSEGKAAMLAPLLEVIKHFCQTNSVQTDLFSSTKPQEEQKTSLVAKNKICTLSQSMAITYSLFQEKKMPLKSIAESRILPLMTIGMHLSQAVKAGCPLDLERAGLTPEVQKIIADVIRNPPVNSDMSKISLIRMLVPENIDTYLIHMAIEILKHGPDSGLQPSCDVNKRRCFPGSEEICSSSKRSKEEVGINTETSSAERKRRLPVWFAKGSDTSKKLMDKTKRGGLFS
#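 Kinetic red-fluorescence monitoring (525/598 nm) tracks WRN helicase activity after 100 nM fluorophore-quencher forked duplex and 2 mM ATP are added to 20 nM enzyme pretreated 15 min at room temperature with compound.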
# ATXN2 expr inh: inhibitors of ATXN2 expression | HEK-293 ATXN2-luciferase reporter, luminescence, 24 h | Potency, µM (titrated, usually from 57 µM), without a hit: at the highest dose activity change, negative = inhibition, usual class: inhibitors | 360,000 tested, 0.72% active; also: potency is read from the fitted curve at half-maximal effect; % is scaled to controls: 0 for no effect and ±100 for the full control effect; nearly all actives have a fitted effect of over 55% in size
#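 ATXN2-luciferase reporter cells (luciferase flanked by upstream and downstream ATXN2 gene portions) were treated 24 h at 37 °C with compounds at up to 57 uM. SteadyGlo luminescence gave expression; GF-AFC fluorescence gave viability.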
# Active calls of the source: *; ? = inconclusive; · = no result given; & = joins results of further samples; [ ] = another dose, or the depositor's remark. Unless noted, calls follow the shape of the dose curve; as a rule, active = well fitted curve in the direction sought with a large enough effect; inconclusive = small, poorly fitted or top-dose-only effect, or another doubt; inactive = no such curve, though single readings can be large; an effect the other way counts as inactive or inconclusive.
SMILES,HT1080NT lethal,KB-V1 cytotox,MCF10A rereplic,HT1080 IDH1KD tx,SW480 rereplic,KB-3-1 tox,IL-1B inflam inh,WRN inhibitor,ATXN2 expr inh
COC(=O)c1ccccc1NC(=S)N1CCN(c2ccccn2)CC1,10%,-20%,-2%,3%,12%,2%,-28,2%,·
COc1ccc(CN(C(=S)Nc2ccccc2)C2CC(=O)N(c3ccc(Cl)cc3)C2=O)cc1 (stereo unspecified),12µM*,-23%,?,?,0%,?,-21,0%,-17%
O=C(Nc1c(C(=O)Nc2cccc3ccccc23)cnn1-c1ccccc1)c1ccco1,-8%,-6%,17%,0%,0%[9.22 µM],-3%,-3,-10%,-13%
COC(=O)C[C@H]1C=C[C@H](NC(=O)c2ccc(F)cc2)[C@@H](CO)O1,-12%,-15%,·,-12%,·,-5%,-10,-3%,·
Cc1cc(NC(=O)c2ccc(Br)cc2)nc(C)n1,11%,-2%,-1%,14%,-6%,-5%,14,0%,5%
O=C(NCc1cccc(CNC(=O)C(=O)NCc2ccco2)c1)C(=O)NCc1ccco1,-3%,-11%,1%,-3%,-1%,-26%,0,?,-8%
CCN(CC(=O)Nc1ccc(OC)cc1)C(=O)Cc1ccsc1,0%,·,-4%,5%,-4%,·,4,-12%,0%
O=C(O)CSCNC(=O)C12CC3CC(CC(C3)C1)C2,0%,7%,0%,0%,0%,0%,22,-8%,-4%
COc1ccc(CNc2cccnc2Cl)cc1,1%,-20%,·,6%,·,?,-11,-2%,29%
Cc1c(C(=O)OCC(=O)N(C)CC(=O)Nc2ccc(F)cc2)oc2ccccc12,2%,0%,16%,-4%,-5%,0%,-17,0%,·
CCOCC(=O)N(CC)Cc1ccccc1,8%,-15%,-19%,14%,-2%,-6%,-26,0%,1%
Cc1ccc(Cl)cc1N(CC(=O)NCc1ccc2c(c1)OCO2)S(C)(=O)=O,-10%,-25%,3%,-8%,-13%,15%,-6,3%,-9%
CCOC(=O)COc1cc(-n2c(=S)[nH]c3ccccc3c2=O)c(Cl)cc1Cl,-7%,-11%,?,-16%,-2%,-9%,-18,1%[57.1 µM],-30%
COc1cc(/C=C/C(=O)NCCN2CCOCC2)cc(OC)c1OC,18%,19%,1%,14%,-3%,4%,15,-2%,4%
Nc1nc(SCC(=O)NC2CCCCCC2)[nH]c(=O)c1-c1ccccc1,10%,6%,5%,4%,-4%,0%,27,-4%,3%
CC(C)c1ccc(NC(=S)Nc2cccc3ccccc23)cc1,-7%,3%,?,-12%,1%,7%,-8,-4%,?
N#CCC(=O)N/N=C\c1ccc(OC/C=C/c2ccccc2)cc1,-2%,?,17%,1%,13%,-6%,-17,2%[11.6 µM],23%
CC(C)OC(=O)c1cc2c(ccn2C)n1CC(=O)N1CCC(Cc2ccccc2)CC1,-28%,?,?,?,2%,-5%,-8,5%,-7%
Cn1cc(CN2CCCC(CO)C2)c(-c2ccc(Oc3ccccc3)cc2)n1 (stereo unspecified),-2%,0%,15%,-14%,?,-2%,-14,3%,·
CCOC(=O)c1ccccc1NC(=O)c1cn(-c2ccc(OC)cc2)c(=O)c2ccccc12,?,?,?,-30%,-3%,6%,-9,-19%,-16%
COc1ccc(Br)cc1CNC(=O)CN1C(=O)C(c2ccccc2)Oc2cccnc21 (stereo unspecified),-5%,-15%,?,2%,1%,1%,15,-5%,9%
CCC(C)[C@H](NC(=O)N1CC(=O)Nc2ccccc21)C(=O)N[C@H](Cc1c[nH]c2ccccc12)C(=O)O (stereo partly specified),-3%,-13%,7%,1%,-5%,0%,13,-5%,6%
NNc1ccc(S(=O)(=O)N2CCCCC2)cn1,-15%,-28%,2%,-7%,?,-16%,9,-1%,·
O=c1oc2ccc(Cl)cc2nc1/C=C(\O)c1cccs1,-13%,3%,29%,?,3%,?,5,?,70%[activator]
Cc1ccc(C(=O)CSc2nnc(C3CC3)n2C2CC2)s1,-5%,-1%,25%,7%,-7%,?,-19,1%,25%
# New compounds follow.
SMILES,HT1080NT lethal,KB-V1 cytotox,MCF10A rereplic,HT1080 IDH1KD tx,SW480 rereplic,KB-3-1 tox,IL-1B inflam inh,WRN inhibitor,ATXN2 expr inh
CC1(C)C[C@H]2C3=CCC4[C@@]5(C)CC[C@H](O)[C@@](C)(CO)C5CC[C@@]4(C)[C@]3(C)C[C@@H](O)[C@@]2(CO)[C@@H](O)[C@@H]1O (stereo partly specified),17%,-12%,9%,9%,1%,0%,46,7%,2%
CC(=O)Oc1cccc(C(=O)Nc2cccc(C(=O)Nc3ccccc3C(=O)O)c2)c1,19%,?,4%,-1%,-10%,40%,8,-33%,-12%
O=C(COc1ccc(C(=O)c2ccccc2)cc1)NCc1ccc(F)cc1,2.1µM*,?,4.1µM*,2.3µM*,7.3µM*,?,-3,-14%,-22%
COC(=O)c1ccc(S(=O)(=O)NC(C)(C)C)n1C,5%,24%,0%,7%,-3%,-3%,0,-2%,-8%
COC(=O)CN1C(=O)[C@H]2[C@@H](C3CC3)N3C(=O)CN(Cc4ccccn4)C(=O)[C@@]3(Cc3ccccc3)[C@H]2C1=O,11%,0%,6%,7%,-4%,14%,15,-7%,5%
CCCCC(=O)Nc1ccc(C(=O)NNC(=O)CCCOc2ccc(Cl)cc2Cl)cc1,2%,-16%,0%,-3%,-8%,17%,3,-23%,-9%
COc1ccc(-c2cc(C(F)(F)F)nc(-n3ccnc3)n2)cc1,0%,-20%,-2%,-1%,-6%,4%,39,3%,-6%
C=CCN1C(=O)c2cccc3c(N4CCCCC4)ccc(c23)C1=O,1%,3%,16µM*,-6%,?,-3%,19,-7%,14%
O=C1c2ccccc2C(c2nnnn2-c2ccc3c(c2)OCCO3)N1Cc1ccc2c(c1)OCO2 (stereo unspecified),-2%,?,·,-1%,·,8%,0,0%,-5%
Cc1ccc(C(=O)NCc2ccc(Cl)cc2)o1,3%,12%,6%,13%,-9%,6%,-11,-1%,8%
CC(C)c1ccc(S(=O)(=O)N2CCN(C(=O)c3ccco3)CC2)cc1,6%,?,0%,6%,1%,-2%,-7,-2%,-19%
COc1ccccc1CNC(=O)N1CCN(S(=O)(=O)c2ccc(C)cc2)CC1,11%,?,?,9%,0%,0%,10,7%,-13%
CC(C)(C)NC(=O)COC(=O)c1ccccc1NC(=O)c1ccco1,16%,-23%,-2%,5%,-9%,-8%,52,-2%,-27%
O=C1c2cccc3cccc(c23)C(=O)N1c1cccc(O)c1,-17%,10%,4%,-14%,-6%,4%,18,-36%,0%
CCN(CC)CCOc1ccccc1OC,-4%,24%,-1%&7%,1%,1%&-5%,-5%,-1,-25%,0%
COc1ccc(CN2CCC(CO)(Cc3ccccc3)CC2)cc1Cn1cccn1,0%,-16%,?,-6%,?,11%,?,8%,-23%
C[C@@H]1ON(C)[C@H]2C[C@H]3c4[nH]c5ccc(-c6ccc7c(c6)OCO7)cc5c4CCN3C[C@@H]12,?,?,·,-27%,·,?,-20,2%,?
COc1ccc(N(Cc2ccccc2)S(=O)(=O)c2cc(C(=O)O)ccc2Cl)cc1,-21%,15%,18µM*,-23%,-3%,-5%,31,-4%[57.1 µM],6%
O=C1OC(CC(=O)N(Cc2nnc(-c3ccccc3Cl)o2)C2CC2)c2ccccc21 (stereo unspecified),3%,-4%,12%,9%,-2%,-1%,-1,-5%,·
CC1CN(C(=O)N[C@@H](Cc2ccccc2)C(=O)O)CC(C)O1 (stereo partly specified),18%,13%,1%,24%,-1%,6%,2,-5%,34%
C=CCN1C(=NC(=O)CCC)SC2CS(=O)(=O)CC21 (stereo unspecified),7%,?,-3%,4%,-7%,6%,-4,3%,7%
Cc1ccc(NC(=O)CCn2cc(C(F)(F)F)ccc2=O)cc1,2%,-5%,-4%,3%,-2%,-8%,-16,4%,-20%
O=C(NC1CCCC1)c1ccc(CN2CCOCC2)cc1,2%,16%,-12%,0%,1%,17%,37,-15%,-13%
COc1cc(Cl)ccc1OCc1cc(C(=O)N2CCCCC2c2cccnc2)no1 (stereo unspecified),1%,-1%,-22%,5%,-8%,-2%,-11,0%,·
CC(C)C[C@H]1CN([C@@H](Cc2ccc(O)cc2)CN2CCC[C@H]2CN2C(=O)C(=O)NC[C@@H]2Cc2ccccc2)C(=O)C(=O)N1CC1CCCCC1,-19%,5%,·,-29%,·,?,?,-6%,-23%
O=C(CCNC(=O)Cn1ccc2ccccc2c1=O)NCCN1CCN(c2ccccc2F)CC1,7%,0%,-3%,1%,1%,2%,-3,3%,0%
O=C(CSc1ccsc1[N+](=O)[O-])N1CCN(c2ccccn2)CC1,-9%,?,4%,1%,-6%,24%,-5,?,0%[11.3 µM]
Cc1ncn(C23CC4CC(CC(O)(C4)C2)C3)n1,2%,-2%,13%[9.22 µM],-14%,-3%,18%,-7,5%,-4%
c1ccc2c(c1)[nH]c1c(N3CCC4(CC3)OCCO4)ncnc12,-28%,?,?,?,17%,-27%,-12,-7%,-22%
CC(C)c1nnc(SCC(=O)NC2CCCC2)n1C,4%,2%,-1%,7%,-15%,5%,12,5%,2%

# One compound at a time, from the list above. Screens in order: HT1080NT lethal, KB-V1 cytotox, MCF10A rereplic, HT1080 IDH1KD tx, SW480 rereplic, KB-3-1 tox, IL-1B inflam inh, WRN inhibitor, ATXN2 expr inh
# Profile of COC(=O)c1ccc(S(=O)(=O)NC(C)(C)C)n1C = 5%, 24%, 0%, 7%, -3%, -3%, 0, -2%, -8%
# Profile of CCN(CC)CCOc1ccccc1OC = -4%, 24%, -1%&7%, 1%, 1%&-5%, -5%, -1, -25%, 0%
# Profile of O=C(CSc1ccsc1[N+](=O)[O-])N1CCN(c2ccccn2)CC1 = -9%, ?, 4%, 1%, -6%, 24%, -5, ?, 0%[11.3 µM]

# From PubChem BioAssay
